# CBFb-RUNX1 inh – inhibitors of human CBF-beta and RUNX1 interaction | AlphaScreen CBFb-His/RUNX1-biotin binding, biochemical | 230,000 tested, under 10 active | Potency, µM (top dose mostly 59.8 µM), inactives show at the highest dose activity, negative = inhibition, actives largely listed as inhibitors; note: % of control where 0% means no effect
# Target sequence (Q01196 whole entry, looked up): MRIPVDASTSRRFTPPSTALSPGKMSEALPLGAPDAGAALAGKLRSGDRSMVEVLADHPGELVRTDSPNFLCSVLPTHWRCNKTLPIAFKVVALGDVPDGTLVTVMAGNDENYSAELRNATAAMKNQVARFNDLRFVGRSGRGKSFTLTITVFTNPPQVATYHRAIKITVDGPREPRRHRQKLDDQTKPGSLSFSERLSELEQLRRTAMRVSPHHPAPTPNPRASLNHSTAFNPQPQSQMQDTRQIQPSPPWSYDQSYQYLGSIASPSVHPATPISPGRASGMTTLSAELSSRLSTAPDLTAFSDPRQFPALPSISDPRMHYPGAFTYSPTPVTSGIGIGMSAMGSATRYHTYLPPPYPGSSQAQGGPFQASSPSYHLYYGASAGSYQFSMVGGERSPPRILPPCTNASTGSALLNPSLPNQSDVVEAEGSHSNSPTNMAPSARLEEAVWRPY
# Target sequence (Q13951 whole entry, looked up): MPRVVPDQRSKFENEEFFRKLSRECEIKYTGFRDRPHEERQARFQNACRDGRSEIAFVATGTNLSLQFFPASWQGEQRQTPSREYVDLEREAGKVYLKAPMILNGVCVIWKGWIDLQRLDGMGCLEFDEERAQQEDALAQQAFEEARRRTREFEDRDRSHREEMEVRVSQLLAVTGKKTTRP
#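 Interaction loss through any mechanism counts as activity. Pre-formed complex of His-CBF-beta and biotin-RUNX1 (30 nM apiece) is incubated with compound 15 min, then with 50 ng nickel and 50 ng streptavidin beads for 90 min before AlphaScreen detection.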
# GAA glycogen – alters human alpha-glucosidase cleavage of glycogen; P10253; recombinant GAA, glycogen substrate, Amplex Red glucose oxidase fluorescence; Potency, µM (top dose mostly 76.4 µM), for inactives: top-dose activity change, negative = inhibition, actives largely listed as inhibitors; 0.38% of 300,000 active;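 note: potency is the fitted concentration of half-maximal effect; 0% = full enzyme reaction and -100% = no-enzyme basal signal; the screen sought inhibitors and activators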
#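 qHTS, 1536-well; enzyme 4 nM final; cpd up to 77 uM; substrate bovine liver glycogen 30 ug; 50 mM citrate/phosphate pH 5.0, 0.01% Tween-20; 37 C, 40 min; Amplex Red detection 45 min RT; Hill fit → AC50.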
# LMNA splice mod – changes lamin A minigene splicing in HeLa cells; 0.01% of 200,000 active; HeLa LMNA splicing GFP/RFP minigene ratio, 48 h; AID 1487; Potency, µM (top dose mostly 46.1 µM), for inactives: top-dose ratio change, negative = inhibition, actives largely listed as inhibitors; active = well fitted inhibition curve with a large enough effect in the signal ratio, with a control signal flat, not every such curve was filed as active; inconclusive = small, poorly fitted or top-dose-only effect, or effect the other way, or a change in a side signal; the % refers to the signal ratio; note: potency is the fitted concentration of half-maximal effect; % is set by controls: 0 for no effect and ±100 for the full control effect
#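 S3 HeLa cells stably expressing lamin A-EGFP splicing minigene plus DsRed2, 600 cells/well, 48 h compound exposure at 37C. Laser-scanning cytometry; analysed as GFP (500-530 nm)/RFP (575-640 nm) total intensity ratio; 0.5% DMSO vehicle.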
# HTT cytoprotect – cytoprotection in Huntington HTT-Q103 PC12 cell model; PC12 HTT-Q103 induced, cytoprotection, ATP luminescence, 40 h; 0.14% of 230,000 active; Potency, µM (doses to about 56.4 µM), for the others: cytoprotection (ATP increase), most hits filed as activators;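 note: potency is the fitted concentration of half-maximal effect; % of control where 0% means no effect; nearly all actives have a fitted effect of over 45% in size; toxic huntingtin expression switched on by the ecdysone agonist tebufenozide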
#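 Huntington model: PC12 line, ecdysone-inducible HTTQ103 exon1–GFP, tebufenozide 100 nM. Test articles in a dose series. Endpoint luminescence from cellular ATP.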
# GAA inhib – inhibitors of human lysosomal alpha-glucosidase; 0.005% of 200,000 active; Potency, µM (highest dose often 76.9 µM), inactives show at the top dose activity change, negative = inhibition, actives largely listed as inhibitors; purified human GAA, 4-MU-alpha-glucoside fluorescence; AID 1466;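 note: potency is the fitted concentration of half-maximal effect; plate controls were uninhibited enzyme wells for no effect and no-enzyme background for full effect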
#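 Human enzyme at 4 nM with 400 uM 4-methylumbelliferyl-alpha-D-pyranoside, citrate/phosphate buffer pH 5.0, 0.005% Tween-20, 20 min at room temperature. Compounds up to 77 uM. 4-MU fluorescence (Ex 365/Em 440) read after NaOH/glycine stop; AC50 from Hill fit.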
# HttQ103 aggreg – reduces HttQ103-GFP aggregates in PC12 cells | AID 1688 | PC12 HttQ103-GFP aggregates, Acumen cytometry, 40 h | 1.1% of 220,000 active | Potency, µM (titrated, usually from 46.1 µM), for inactives: at the top dose activity change, negative = inhibition, actives largely listed as inhibitors; note: potency is the fitted concentration of half-maximal effect; % is set by controls: 0 for no effect and ±100 for the full control effect; nearly all actives have a fitted effect of over 60% in size
#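 Quantitative HTS on tebufenozide-induced (100 nM) PC12 cells stably expressing polyQ103 Huntingtin exon 1–GFP. Reduction of bright GFP aggregates, detected by laser scanning cytometry after lysis, identified actives across the titration.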
# GAA spleen mod – inhibits or activates alpha-glucosidase in human spleen homogenate; P10253; human spleen homogenate, 4-MU-alpha-glucoside fluorescence; Potency, µM (top dose mostly 79.9 µM), inactives show at the top dose activity change, negative = inhibition, most hits filed as inhibitors; 0.006% of 240,000 active;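 note: potency is the fitted concentration of half-maximal effect; 0% = enzyme with vehicle and -100% = no enzyme basal signal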
#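 Human spleen homogenate (1 ug) incubated with compounds and 1 mM 4-methylumbelliferyl-alpha-D-glucopyranoside in pH 5.0 citrate/phosphate buffer, 37 C, 40 min. Stopped at pH 10; 4-MU fluorescence (Ex 365/Em 440 nm); AC50 by Hill fit.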
# An asterisk follows results filed as active; ? = inconclusive; / = not tested or not shown; [ ] = dose if it differs, or a comment. Unless noted, calls come from the whole dose curve; as a rule, active = well fitted curve in the direction sought with a large enough effect; inconclusive = small, poorly fitted or top-dose-only effect, or another doubt; inactive = no such curve, though single readings can be large; an effect the other way counts as inactive or inconclusive.
SMILES,CBFb-RUNX1 inh,GAA glycogen,LMNA splice mod,HTT cytoprotect,GAA inhib,HttQ103 aggreg,GAA spleen mod
CCN1C=C(Cc2ccccc2C)C2=C(C1)C(c1ccccc1C)C(C#N)=C(N)O2 (stereo not drawn),-27%,20%,?,-21%,-2%,6%,-12%
CC(=O)N1CCN(c2ccc(NC(=O)c3ccc(N4CCCC4)c([N+](=O)[O-])c3)cc2Cl)CC1,4%,-2%,1%,-7%[10 µM],-5%,-5%,5%
COCC(=O)n1nc(-c2ccccc2)nc1NCc1ccc(N(C)C)cc1,-28%,0%,3%[46 µM],8%[10 µM],-26%,-13%,3%
CCOc1cc(/C=C/C(=O)OCC(=O)NC2CCS(=O)(=O)C2)ccc1OCc1ccccc1 (stereo not drawn),?,1%,?,-29%,-6%,2%,-3%
O=C(c1cc2cc([N+](=O)[O-])ccc2s1)N1CCCCC1,7%,-17%,/,-47%[inhibitor],-2%,-7%,/
C=CCc1ccc(OCCCCN2CCC(C)CC2)c(OC)c1,0%,-4%,-10%,?,-7%,13%,3%
CCOC(=O)c1cnc(-n2nc(C)cc2C)nc1N(CC)CC,-14%,1%,?,-24%,-5%,-19%,-13%
Cc1cc(/C=N/n2cnnc2)c(C)n1-c1ccc(OCc2ccc(Cl)cc2Cl)cc1,-13%,-10%,?,-55%[inhibitor],-12%,6.3µM*,1%
CC1=C(C(=O)Nc2ccccc2C)C(c2ccc(C)o2)N2C(=O)CSC2=N1 (stereo not drawn),-1%,-6%,-3%,13%[10 µM],?,?,-16%
Cn1c(=O)c2c(ncn2CC(COCc2ccccc2Cl)OCc2ccccc2Cl)n(C)c1=O (stereo not drawn),2%,-8%,3%,-28%,?,-9%,0%
Cc1cccc(CC(C)NC(=O)CCc2nnc(-c3ccccc3)o2)n1 (stereo not drawn),13%,18%,5%[46 µM],19%[10 µM],-1%,5%[9.22 µM],-14%
COc1cc2[nH]c(=O)n(CCCC(=O)N3CC=C(c4ccccc4)CC3)c(=O)c2cc1OC,4%,4%,0%,-3%,0%,?,-3%
C=CCNc1nc(SCC=C)nc2ccsc12,4%,-3%,12%,1%,0%,-3%,-28%
O=c1c(/C=N/O)c(Nc2ccccc2)nc2ccccn12,4%,2%,5%,-13%,-4%,-4%[9.22 µM],3%
CN(C)c1nc(NC(C)(C)C)nc(NC(C)(C)C)n1,1%,3%,-13%[46 µM],-13%,-3%,-4%,/
COCCNC(=O)/C(C#N)=C/c1ccccc1Br,0%,17%,?,17%,-6%,1%,6%
CCOc1cc(-c2c(C#N)c(N)nc3c2CCCC3C)ccc1O (stereo not drawn),-2%,-24%,-15%,5%[10 µM],-6%,-20%,-10%
CCCc1ccc(OCc2ccc(C(=O)Nc3cccc(C)n3)o2)c(OC)c1,-1%,17%,-2%[46 µM],4%[10 µM],1%,-13%,0%
Cc1ccc(S(=O)(=O)NCC(=O)Nc2ccc(C(F)(F)F)cc2)cc1,0%,-31%,2%,-3%,-4%,8%,3%
COc1ccc(CNC(=O)c2ccc(Cn3nc(C)c([N+](=O)[O-])c3C)o2)cc1,?,9%,?,-89%[inhibitor][10 µM],-5%,?,2%
O=C(CSc1nc2ccccc2s1)N/N=C/c1ccc(C(=O)O)cc1,4%,0%,/,/,-1%,16%,5%
O=C(CC1CCS(=O)(=O)C1)NC1CCCCC1 (stereo not drawn),4%,0%,-2%,6%,4%,5%,-14%
CC(=O)Nc1ccc2c(c1)OCCOCCOc1cc(NC(C)=O)ccc1OCCOCCOCCO2,1%,6%,3%,2%,9%,2%,6%
O=c1[nH][nH]c(-c2ccccc2)c1C=Nc1ccccc1Cl,4%,-11%,7%,-23%,-1%,11%,2%
Cc1cc(N2CCN(S(=O)(=O)c3ccc4c(c3)OCCO4)CC2)n2ncnc2n1,0%,0%,?,-30%,0%,?,-1%
COc1ccccc1N1CCN(CC(=O)c2c[nH]c3ccccc23)CC1,-2%,-2%,/,13%[10 µM],/,0%[9.22 µM],-5%
OC(COc1cccc2ccccc12)CN1CCN(c2cccc(Cl)c2)CC1 (stereo not drawn),-1%,-20%,/,-1%[10 µM],/,3%[9.22 µM],-3%
[O-]/[N+](=C\c1ccc(F)cc1)c1ccccc1,4%,18%,1%,-4%,-1%,34%,2%
O=C(NCCc1ccc(F)cc1)c1cc(-c2ccncc2)nc2ccccc12,-9%,7%,?,1%[10 µM],?,6%[9.22 µM],1%
CN1CCN(c2ccc(NC(=O)c3ccc4c(c3)OCO4)cc2)CC1,3%,0%,-5%,-62%[inhibitor],9%,10%,0%
Cc1ccc(S(=O)(=O)Cc2cccc(C(=O)N3CCOCC3)c2)cc1,14%,4%,14%,-11%,-1%,-13%,-9%
Cc1nc(C)c(-c2csc(NCCc3ccccc3)n2)s1,-15%,-22%,?,-21%,-4%,?,3%
CN(CC(=O)Nc1ccc2c(c1)OCO2)S(=O)(=O)c1ccc2c(c1)CCC(=O)N2,7%,-3%,/,27%[10 µM],/,11%[9.22 µM],-2%
COc1ccc2c(c1OC)C(=O)N(c1cccc(C)c1)C2=O,11%,4%,8%,-9%,-8%,3%,-8%
Cc1cc(NC(=O)CCN2C(=O)C3C4CCC(C4)C3C2=O)c(C)cc1Br (stereo not drawn),5%,7%,-4%,3%,2%,-3%,0%
Cc1noc(C)c1COC(=O)C1CC(O)CN1S(=O)(=O)c1ccc(Cl)cc1 (stereo not drawn),2%,0%,4%,25%,8%,-6%,-6%

# An excerpt of these results, bar-delimited:
Molecule | CBFb-RUNX1 inh | GAA glycogen | LMNA splice mod | HTT cytoprotect | GAA inhib | HttQ103 aggreg | GAA spleen mod
OC(COc1cccc2ccccc12)CN1CCN(c2cccc(Cl)c2)CC1 (stereo not drawn) | -1% | -20% | / | -1%[10 µM] | / | 3%[9.22 µM] | -3%
CN1CCN(c2ccc(NC(=O)c3ccc4c(c3)OCO4)cc2)CC1 | 3% | 0% | -5% | -62%[inhibitor] | 9% | 10% | 0%
COc1ccc2c(c1OC)C(=O)N(c1cccc(C)c1)C2=O | 11% | 4% | 8% | -9% | -8% | 3% | -8%

# New compounds follow:
SMILES,CBFb-RUNX1 inh,GAA glycogen,LMNA splice mod,HTT cytoprotect,GAA inhib,HttQ103 aggreg,GAA spleen mod
O=c1oc2ccccc2c(N2CCCCC2)c1CN1CCCC1,13%,-2%,-6%,19%[10 µM],1%,-5%,-6%
CC1=CCCC(C)(C)C1/C=C/C(C)=N/NC(=O)c1ccncc1 (stereo not drawn),3%,?,/,-14%,3%,-12%,-1%
O=C(Oc1cc(=O)n2ccccc2n1)c1ccccc1,-5%,0%,2%,20%[10 µM],3%,-1%,2%
Cn1cccc1C(=O)c1cccc([N+](=O)[O-])c1,-5%,-4%,7%[46 µM],-9%,-6%,-10%,5%
Cc1c(NP(=O)(c2ccc(Br)cc2)c2ccc(Br)cc2)c(=O)n(-c2ccccc2)n1C,6%,-13%,-1%[46 µM],-10%[10 µM],0%,5%,-1%
FC(F)(F)c1cccc(Cc2noc(CN3C[C@@H]4CCC[C@H]3C4)n2)c1,0%,-2%,/,-20%,-10%,2%,-8%
COC(=O)C1=C(C)N(C)C(=S)NC1c1cc(OC)ccc1OC (stereo not drawn),-11%,0%,4%[9.22 µM],?,-2%,-3%,3%
CC(C)NC(=O)c1onc(CSc2ccccn2)c1C(=O)NC(C)C,4%,-2%,/,30%[10 µM],/,22%[9.22 µM],-2%
O=C1CC[C@@H](CN(Cc2ccccc2)Cc2cn[nH]c2-c2cc3ccccc3o2)N1,-5%,-3%,?,-33%,-6%,18%,7%
Cc1cc(NC(=O)Cn2nc(-c3ccccc3F)ccc2=O)ccc1-n1cnnn1,-6%,-14%,3%,-21%,-7%,7%,-9%
O=C(Nc1ccccc1)C1=C[C@H](c2ccc3c(c2)OCO3)C[C@H](OCCCCO)O1,9%,-10%,/,-30%[10 µM],/,2%[9.22 µM],-3%
CCCCNC(=O)Cn1nc([N+](=O)[O-])c([N+](=O)[O-])c1C,-1%,2%,-12%,-3%[10 µM],-1%,-11%,-7%
Cn1nnnc1SCC(=O)Nc1ccc(Cl)cc1Cl,13%,-15%,3%,-7%[10 µM],-7%,9%,4%
COc1ccc2c(c1)C(=O)[C@H](OC(=O)Nc1ccc(OC(F)F)cc1)[C@@H](c1ccc(OC)c(Br)c1)O2,-15%,/,/,17%,/,/,-4%
C[C@@H](CN1C2=NC[C@H](Cc3ccccc3)N2C[C@H]1Cc1ccc(O)cc1)NC(=O)CCC1CCCCC1,8%,-13%,/,-4%[10 µM],/,-1%[9.22 µM],2%
Cc1ccc(N(CC(=O)Nc2ccccc2-c2ccccc2)S(=O)(=O)c2ccccc2)c(C)c1,-3%,5%,?,-28%[10 µM],-24%,-16%,-2%
O=c1c2ccccc2nc2n1C1(CCCCC1)Cc1ccccc1-2,6%,-14%,?,3%,2%,-1%,1%
COc1ccccc1-n1c(SCc2cc(=O)oc3cc(O)ccc23)nc2ccccc2c1=O,-19%,8%,-17%,12%[0.074 µM],-1%,27%,-23%
CCCOc1ccc(C(=O)NNC(=S)NC(=O)c2ccco2)cc1,-17%,-2%,/,?,/,1%[9.22 µM],-1%
CC(=O)NC(CC(=O)Nc1cccc(S(=O)(=O)N2CCCCC2)c1)c1ccccc1 (stereo not drawn),-5%,-1%,-5%,-8%[10 µM],-5%,0%,-2%
Cc1csc2c(NC3CCN(Cc4ccccc4)CC3)ncnc12,1%,4%,/,5%[10 µM],/,26%[9.22 µM],6%
COc1ccc2c(=O)c(-c3ccccc3C)c(C)oc2c1,-1%,4%,0%,4%,8%,15%,2%
COc1ccc2ccccc2c1/C=N/NC(=O)c1cccc(Br)c1,-8%,4%,5%,/,?,-26%,-1%
CCOC12CC(C)(C)CC(C)(CC3=C1C(=O)CC(C)(C)C3)C2 (stereo not drawn),-6%,6%,10%,-1%[10 µM],-1%,-2%,-6%
